Screening data as filed in PubChem.
sdo1 growth – growth rescue of sdo1-depleted yeast, primary screen, S. cerevisiae, bone marrow failure model; S. cerevisiae sdo1-depleted JHY4D growth rescue, OD600 30 h; active compounds read high; pdr5 snq2 efflux-pump mutant strain; z-score at 10 µM; 140,000 tested, 0.21% active;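 active = z-score above 3 at both the 24 hr and the 30 hr optical density reads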;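 also: z-score against mean and SD of all compound wells on the same plate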
INS promoter inh – inhibitors of insulin promoter-driven GFP, primary screen, imaging, TRM-6 cells (human fetal islet line), eGFP reporter, cell count. inhibition, % at 2 µM. AID 1273, 2008. 130,000 tested, 0.9% active. reporter expression induced with tamoxifen;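 active = inhibition above the mean plus 3 SD, with well images judged a real hit on visual review, cut at about 60% in these data, passing the limit was not always enough; inconclusive = inhibition over the cutoff but images rejected on review; inactive = inhibition not above the cutoff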
sdo1 growth Rescue 24 h – further read-out of sdo1 growth, marked with its call; z-score; S. cerevisiae sdo1-depleted JHY4D growth rescue, OD600; measured here: growth rescue at 24 h;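 0 is the plate mean of compound wells and units are plate SD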
* marks the source's active call; other numbers are inactive results; u = inconclusive; x = not tested or not shown.

SMILES	sdo1 growth	sdo1 growth Rescue 24 h	INS promoter inh
COC(=O)c1sc(S(=O)(=O)Nc2ccc3cn[nH]c3c2)c(C(=O)OC)c1C	0.26	-0.01	-20
N#CC1=C(N)C(C#N)(C#N)C(c2ccncc2)C2CN(C(=O)OCc3ccccc3)CC=C12 (stereo not given)	0.49	1.5	5
COCC(C)n1c(C)cc(C(=O)COC(=O)/C=C/c2cccc(F)c2)c1C (stereo not given)	x	x	55
CC(C)N(C)C1CCN(C(=O)Nc2ccc(Cl)c(Cl)c2)CC1	0.2	-0.31	0
CCC(C)NS(=O)(=O)c1ccc(NS(=O)(=O)c2ccc(F)cc2)cc1 (stereo not given)	-0.25	-0.29	-96
Cc1ccc(C2=NCCNC2=O)c(C)c1	-0.54	-0.64	x
COc1ccc(-c2c[n+]3c(n2-c2ccccc2)CCCCC3)cc1	0.14	-0.3	x
CNCc1cn2cc(Cl)ccc2n1	1.1	0.67	x
Cc1ccc(OCC(=O)Nc2ccccc2N2CCCC2)c(C)c1	x	x	0
Cc1ccc(C(=O)NC(=S)Nc2cccc(NC(=O)c3ccccc3Cl)c2)cc1[N+](=O)[O-]	-0.99	-0.48	-31
O=C(c1ccc(-n2cccc2)cc1)N1CCN(Cc2ccccc2)CC1	0.09	0.43	-32
COc1ccc(/C=C2\CCCC(C(=O)C(F)(F)F)=C2O)cc1OC	x	x	5
CCCn1cnc2c(c1=O)c1nc3ccccc3nc1n2Cc1ccccc1OC	-1.3	-1.4	-3
CC1(C)Cc2noc(N)c2C(C)(C)N1OC(=O)c1ccccc1	-0.31	-0.42	5
Cc1nn(-c2cccc(Cl)c2)c2nc(-c3ccncc3)cc(C(=O)N3CCOCC3)c12	x	x	40
Fc1ccc(-c2ccc(/C=N\n3cnnc3)o2)cc1Cl	0.12	-0.37	-14
CCCc1cc(=O)[nH]c(Nc2ccc(N3CCCCC3)cc2)n1	0.14	-0.47	-80
COc1ccc(CCNC(=O)c2cc(-c3ccccc3)on2)cc1OC	-0.37	0.07	35
O=C(CC1c2ccccc2Oc2ccccc21)Nc1ccccc1F	-0.01	0.25	15
COc1cccc(C2C(C#N)=C(N)Oc3c2oc(CO)cc3=O)c1 (stereo not given)	0.67	-0.16	12
Cc1cc(C(=O)CSC(C)c2nc3ccccc3c(=O)[nH]2)c(C)n1C (stereo not given)	-0.84	-0.51	x
O=C(NCc1cccnc1)c1cc(Sc2ccccc2Cl)nc2ccccc12	-0.53	-0.46	-30
Cn1c(=O)c2c(SCCN3CCOCC3)nc(C3CCCC3)nc2n(C)c1=O	x	x	9
Cc1c(Cc2ccccc2)sc(NC(=O)/C=C/c2cccc3ccccc23)c1C(N)=O	-0.01	1.7	x
COC(=O)COc1ccc(S(=O)(=O)NCCC2=CCCCC2)cc1	1.4	2.3	15

Reprinted from the part before: 6 entries, followed by the next part.
SMILES	sdo1 growth	sdo1 growth Rescue 24 h	INS promoter inh
COc1cccc(C2C(C#N)=C(N)Oc3c2oc(CO)cc3=O)c1 (stereo not given)	0.67	-0.16	12
Cc1cc(C(=O)CSC(C)c2nc3ccccc3c(=O)[nH]2)c(C)n1C (stereo not given)	-0.84	-0.51	x
O=C(NCc1cccnc1)c1cc(Sc2ccccc2Cl)nc2ccccc12	-0.53	-0.46	-30
Cn1c(=O)c2c(SCCN3CCOCC3)nc(C3CCCC3)nc2n(C)c1=O	x	x	9
Cc1c(Cc2ccccc2)sc(NC(=O)/C=C/c2cccc3ccccc23)c1C(N)=O	-0.01	1.7	x
COC(=O)COc1ccc(S(=O)(=O)NCCC2=CCCCC2)cc1	1.4	2.3	15
COC(=O)C(Sc1nc(C)cc(C)c1C#N)c1ccccc1 (stereo not given)	-1.1	-0.62	-14
CCC(Sc1nc2n[nH]c(C)c2c(=N)n1-c1cccc(Cl)c1)C(=O)NCCOC (stereo not given)	-0.49	-0.99	x
CCSC1=C(C#N)C(c2cccs2)C(C(=O)OC)=C(C)N1 (stereo not given)	-0.42	-0.43	x
O=C(Nc1cn(-c2ccccc2)nc1-c1ccc(F)cc1)c1ccccc1	-0.64	-0.54	x
CC(CCc1ccccc1)NC(=O)CCN1N=C(c2ccccc2)CCC1=O (stereo not given)	x	x	-60
COc1cccc(CNC(=O)CC2C(=O)NCCN2Cc2ccoc2)c1OC (stereo not given)	x	x	7
CSc1cccc(NS(=O)(=O)c2cccc3nsnc23)c1	-1	-1.2	x
Cc1cc(C)cc(N(CC(=O)NCC2CCCO2)C(=O)CCC(=O)Nc2cc(C)on2)c1 (stereo not given)	1	0.82	7
O=C(NC1CCCc2ccccc21)C1CCN(S(=O)(=O)c2cccc(C(F)(F)F)c2)CC1 (stereo not given)	-0.65	-0.52	-63
CN(C)S(=O)(=O)c1ccc(N2CCCC2)c(C(=O)NCC2CCCCC2)c1	x	x	u
COc1ccc(C2N(c3ccc(Cl)cc3)C(=O)C3CCCN32)cc1 (stereo not given)	0.86	0.83	x
CCOCCn1c(C(C)C)nc2ccccc21	0.86	1.2	28
CCn1c2ccccc2c2cc(NC(=O)CSc3nnnn3-c3ccccc3)ccc21	-1.9	-1.2	9
Cn1c(N)c(S(=O)(=O)N2CCN(Cc3ccccc3)CC2)c(=O)n(C)c1=O	x	x	33
Cn1c(=O)[nH]c(=O)c2c1nc(N1CCCCCC1)n2CCN1CCCCCC1	1.2	1.3	-26
C=CCn1c(C(C)NC(=O)C(C)(C)C)nc2ccccc21 (stereo not given)	-0.15	-0.59	27
CC(C)(C)OC(=O)N/N=C\C=C\c1ccc2c(c1)OCO2	-0.53	-0.53	x
CCc1ccc2oc(=O)cc(CN3CCN(c4ccc(F)cc4)CC3)c2c1	-0.86	0.05	40
Cc1c(C(=O)Oc2cccc3ccccc23)cnn1-c1ccccc1	-0.2	-0.75	1
O=C(COc1ccc2oc(-c3ccccc3)cc(=O)c2c1)NCc1ccco1	-1.9	-1.1	x
CCC(C)NC(=O)CC1Oc2ccc(C)cc2NC1=O (stereo not given)	1.3	1.4	29
CCOC(=O)c1nnn(-c2nonc2N)c1COc1c(C=O)cccc1OC	-1.3	-1.6	8
COc1ccccc1NC(=O)CSc1nnc(C)n1CCc1ccccc1	0.53	-1.1	x
O=C(c1ccccn1)N1CC=C(c2ccccc2)CC1	x	x	-6
Cc1c(NC(=O)OCCNC(=O)COc2c(Cl)cccc2Cl)sc(=S)n1C	0.67	-0.35	40

Some of these compounds in order of their number in sdo1 growth, ascending.
SMILES	sdo1 growth	sdo1 growth Rescue 24 h	INS promoter inh
O=C(Nc1cn(-c2ccccc2)nc1-c1ccc(F)cc1)c1ccccc1	-0.64	-0.54	x
COc1ccc(C2N(c3ccc(Cl)cc3)C(=O)C3CCCN32)cc1 (stereo not given)	0.86	0.83	x
Cc1cc(C)cc(N(CC(=O)NCC2CCCO2)C(=O)CCC(=O)Nc2cc(C)on2)c1 (stereo not given)	1	0.82	7
CCC(C)NC(=O)CC1Oc2ccc(C)cc2NC1=O (stereo not given)	1.3	1.4	29

Next section
SMILES	sdo1 growth	sdo1 growth Rescue 24 h	INS promoter inh
C/C(=N\NC(=O)c1ccc(NS(=O)(=O)c2cccs2)cc1)c1ccccc1	1.7	1	-2
COc1cccc2c1OC1(C)CC2/C(=C(\C)O)C(=O)N1 (stereo not given)	0.16	0.06	91*
CC(C)(C)n1ncc2c(=O)n(CC(=O)c3ccccc3)cnc21	-2	-1.8	-17
CCNC(=S)NS(=O)(=O)c1ccc(C)cc1	0.73	0.02	x
CC1CCOC(c2coc3ccccc3c2=O)O1 (stereo not given)	0.41	0.35	28
O=C(c1ccc(CN2CCOCC2)cc1)N1CCN(c2cccc(Cl)c2)CC1	0.1	0.17	-41
Cc1cccc2cc(CN(Cc3cccs3)C(=S)NCc3ccco3)c(=O)[nH]c12	-0.84	-0.86	8
CC(C)(C)c1nc2scc(-c3ccc(Br)cc3)c2c(=O)o1	x	x	-158
CC(=O)N(CCC(Cc1ccccc1)c1ccc2c(c1)OCO2)Cc1ccccc1F (stereo not given)	-0.25	0.6	29
Cc1noc(C)c1COc1ccc(C(=O)OCC(=O)NC23CC4CC(CC(C4)C2)C3)cc1	-1.4	-1	-12
COc1ccc(CCN2C(=O)c3[nH]nc(-c4ccccc4O)c3C2c2cccc(Cl)c2)cc1 (stereo not given)	-1	-0.23	-20
Cc1ccc(NC(=O)NC2CCCN2S(=O)(=O)c2ccc(Cl)cc2)cc1 (stereo not given)	-0.32	-0.32	10
O=C(NCc1ccncc1)Nc1ccccc1	0.63	-0.05	11
C=CCn1c(=O)/c(=C\c2ccsc2)s/c1=C(/C#N)C(=O)NCCN1CCOCC1	-0.39	-0.74	x
COc1cccc(NC(=O)CN2C(=O)C3(OCCCO3)c3ccccc32)c1	-0.51	-0.93	x
O=C(O)/C=C/C(=O)NNC(=O)c1ccccc1Br	0.41	-0.32	14
CC1(C)CC(=O)C(C=NCCN2CCN(C3CC(=O)N(c4ccc(F)cc4)C3=O)CC2)=C(O)C1 (stereo not given)	x	x	-32
Cc1ccc(C(=O)CSc2cnc3ccccc3n2)cc1C	-0.47	-0.31	-13
COCCNC(=O)c1ccc2c(c1)nc(C)n2-c1cc(OC)c(OC)c(OC)c1	-0.57	-1.1	30
C[N+]1(CCN2C(=O)C3CC=C(Cl)CC3C2=O)CCOCC1 (stereo not given)	0.92	0.91	x
Cc1c(C2C(C#N)=C(N)N(c3cccc([N+](=O)[O-])c3)C3=C2C(=O)CCC3)cnn1C (stereo not given)	x	x	56
N#Cc1c(NC(=O)CCN2C(=O)c3ccccc3C2=O)oc(-c2ccccc2)c1-c1ccccc1	0.91	1.5	42
CCS(=O)(=O)NCc1csc(C)n1	1.1	1.3	-122
COc1cc(OC)c(-n2cc(-c3ccc(Cl)cc3)[nH]c2=O)cc1Cl	0.21	1.3	x
Cc1cc(C)n(-c2cccc(C(=O)O)c2)n1	x	x	21

The results go on:
SMILES	sdo1 growth	sdo1 growth Rescue 24 h	INS promoter inh
Clc1ccccc1N/N=C/c1ccc2c(c1)OCO2	-1.9	-0.23	64*
CC(=O)c1cc2c(cc1NC(=O)CN1CCN(c3ccc(F)cc3)CC1)OCO2	-0.12	1.3	0
Cc1ccc(-n2nnnc2SCc2nnc(-c3ccccc3Br)o2)c(C)c1	-2	-1.8	-142
CC(=O)NCCC(Cc1ccccc1)c1ccco1 (stereo not given)	1.4	1.2	-369
COc1cccc(Cn2nnc(C(=O)NCc3ccc4c(c3)OCO4)c2N)c1	x	x	-15
Cc1[nH]c2ccc(Br)cc2c(=O)c1CN1CCCCC1	-0.59	-0.76	36
O=C(COC(=O)C(Cc1ccccc1)NC(=O)c1ccccc1)c1ccccc1 (stereo not given)	-0.46	0.24	5
CCOCCCNC(=O)c1ccc(Br)cc1	-0.42	-0.45	-54
CCOC(=O)c1c(C(C#N)C#N)cc(C)nc1C	1.3	1.3	x
CCn1cc(Br)c(C(=O)N(C)Cc2ccccc2)n1	0.24	0.73	-95
CCCCSc1nc(C)cc(C)c1S(=O)(=O)c1ccccc1C	1.1	0.86	14
N#Cc1c(C(F)(F)F)cc(C2CC2)[nH]c1=O	0.5	0.22	0
O=C(OCN1C(=O)c2ccccc2C1=O)c1cccs1	-0.09	0.03	-223
COC(=O)[C@H](CCSC)NC(=O)NCc1ccccn1	0.14	-0.31	43
CCOc1ccc(C(=O)Nc2cc(C)on2)cc1OCC	0.45	0.43	69
Cc1ccc2oc(-c3cccc(NC(=O)/C=C/c4cccc([N+](=O)[O-])c4)c3C)nc2c1	-0.78	-0.31	x
O=C(O)c1ccccc1NCc1ccncc1	0.02	-0.79	x
COc1ccccc1NC(=S)N(CCCN1CCOCC1)Cc1ccccn1	0.12	-0.93	12
COCC(=O)NC1CCN(C(=O)Nc2ccc(Br)cc2)CC1	0.41	-0.92	30
Cc1nc2ccc(S(=O)(=O)NCC(=O)NCCN3CCCCC3C)cc2s1 (stereo not given)	-0.03	0.46	-91
O=C(C1CC(c2ccc(F)cc2)=NO1)N1CCc2ccccc2C1 (stereo not given)	0.85	0.67	x
CCOC(=O)N1CCC(n2c(SCC(=O)OCc3ccccc3)nc3ccsc3c2=O)CC1	-0.67	-0.64	-18
O=C(O)c1ccc(NC(=O)C2CCCCC2)cc1	0.4	-0.61	-5
CCOC(=O)N1CCN(C(c2ccc(C(C)C)cc2)c2sc3nc(C)nn3c2O)CC1 (stereo not given)	-0.35	-0.64	50
CCOc1ccccc1-n1c(SCC(N)=O)nnc1-c1cccnc1	0.24	0.23	12
O=C(CSc1ccc(Cl)cc1)N/N=C/c1cccnc1	x	x	-33
COc1ccc(C2C3=C(CC(C)(C)CC3=O)Nc3c2c(=O)[nH]c2nc(C)nn32)cc1 (stereo not given)	1.5	1.1	27
CCCOc1cccc(C(=O)O)c1	-0.15	-0.67	x
Cc1ccc(S(=O)(=O)N(C)C)cc1NC(=S)NC(=O)C12CC3CC(CC(C3)C1)C2	-0.32	0.33	-388
COc1cc(-n2c(C)nc3cc(C(=O)NCCN4CCOCC4)ccc32)cc(OC)c1OC	0.17	0.28	-7
